TEAD-YAP block: TEAD-YAP interaction inhibition, primary screen, TEAD-YAP interaction inhibitor project, luminescence, HEK-TIYL cells. TEAD-Gal4/YAP UAS-luciferase luminescence. inhibition, % at 9.12 µM. hit rate 1.4% among 640,000; in the data active means inhibition above about 32%;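 further: 0% = median of test compound wells and 100% = reference inhibitor wells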
FBW7 act: FBW7 E3 ligase activators, primary screen, biochemical, AlphaScreen, human; AlphaScreen FBW7–phospho-cyclin E peptide binding, activator screen; normalized activity (activation), % at 26.1 µM; F-box/WD repeat-containing protein 7 (Homo sapiens), Q969H0; hit rate 0.13% among 650,000; in the data active means normalized activity above about 1.9%;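 further: purified mutant Fbw7 with reduced substrate affinity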
GPR151 activ: activators of human GPR151, primary screen, cell-based, PathHunter beta-arrestin, luminescence | G-protein coupled receptor 151 (Homo sapiens), Q8TDV0 | PathHunter beta-arrestin GPR151 cells | activation, % at 11.2 µM | hit rate 1% among 650,000; in the data active means activation above about 4.9%;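 further: 0% = median of compound wells and 100% = cells with positive control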
Target sequence (Q8TDV0 whole entry, looked up): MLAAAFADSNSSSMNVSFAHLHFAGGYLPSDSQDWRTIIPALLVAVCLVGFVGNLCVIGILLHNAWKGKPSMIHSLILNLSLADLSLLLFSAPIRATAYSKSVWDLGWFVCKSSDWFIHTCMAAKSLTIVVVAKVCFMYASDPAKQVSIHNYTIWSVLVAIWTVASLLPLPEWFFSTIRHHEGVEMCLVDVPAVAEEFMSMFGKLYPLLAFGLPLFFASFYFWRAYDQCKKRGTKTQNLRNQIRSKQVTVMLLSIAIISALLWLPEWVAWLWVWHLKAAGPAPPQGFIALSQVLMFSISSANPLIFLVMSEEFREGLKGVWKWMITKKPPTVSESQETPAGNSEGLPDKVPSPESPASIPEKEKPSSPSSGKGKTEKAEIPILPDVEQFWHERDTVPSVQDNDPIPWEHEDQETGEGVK
MITF primary: MITF inhibitors, primary screen, biochemical, AlphaScreen, human. Microphthalmia-associated transcription factor (Homo sapiens), O75030. AlphaScreen MITF homodimerization, bead proximity signal. inhibition, % at 2.6 µM. hit rate 0.91% among 650,000. AID 1259374, 2018; in the data active means inhibition above about 50%;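 further: 0% = vehicle wells with protein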
Target sequence (O75030 whole entry, looked up): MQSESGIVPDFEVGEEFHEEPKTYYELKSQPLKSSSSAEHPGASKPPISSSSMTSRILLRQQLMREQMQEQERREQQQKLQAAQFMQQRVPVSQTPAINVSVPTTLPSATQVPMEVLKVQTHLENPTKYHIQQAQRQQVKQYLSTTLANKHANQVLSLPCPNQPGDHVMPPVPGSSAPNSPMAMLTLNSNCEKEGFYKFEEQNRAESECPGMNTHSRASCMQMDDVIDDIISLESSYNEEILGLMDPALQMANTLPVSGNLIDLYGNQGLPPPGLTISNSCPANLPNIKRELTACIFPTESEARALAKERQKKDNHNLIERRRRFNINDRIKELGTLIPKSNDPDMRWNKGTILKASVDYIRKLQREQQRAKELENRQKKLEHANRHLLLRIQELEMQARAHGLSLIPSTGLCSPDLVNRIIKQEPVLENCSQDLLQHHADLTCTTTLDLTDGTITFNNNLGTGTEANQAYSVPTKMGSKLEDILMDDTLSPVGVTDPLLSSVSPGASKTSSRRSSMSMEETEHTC
Numbers without * were called inactive.

SMILES	TEAD-YAP block	FBW7 act	GPR151 activ	MITF primary
NC(=O)c1ccc(-c2nc(Nc3ccc(N4CCOCC4)cc3)c3ncn(-c4ccccc4)c3n2)cc1	30.4	0.1	1.5	4.8
Cc1ccc(C(=O)NNC(=O)c2ccc(NC(=O)C(C)(C)C)cc2)cc1	-3.6	-0.5	1.3	8.9
Cc1ccc(NC(=S)N(CCCN2CCN(C)CC2)Cc2ccco2)cc1	4.6	0.5	0.4	10.1
COc1cccc2c1OC1(C=C2)c2ccccc2-c2ccccc2N1C (stereo not given)	-6.5	0.0	-1.5	8.6
Cc1cc(Cl)ccc1OCCCC(=O)Nc1nccs1	-4.8	1.1	-0.4	10.1
CCN(CC)C(=O)c1cc2cc3ccc(OC)cc3nc2o1	58.0*	0.0	-2.8	11.4
Cn1c(=O)[nH]c(=O)c2c1nc1oc(-c3ccccc3)cn12	-7.3	0.3	-1.4	-3.3
COc1cc(Nc2ccc(N3CCCCC3)nn2)cc(OC)c1	-4.8	0.1	0.5	7.6
COc1ccc2c(c1)CCN(C(=O)c1cc(-c3ccco3)[nH]n1)C2	6.0	-0.3	-1.4	3.6
COC(=O)c1c(OCC2CCCCO2)cc(=O)n2c1CCN(C)CC2 (stereo not given)	-0.6	0.0	0.4	4.0
O=C(O)c1ccc(Nc2ccc(Cl)cc2)c([N+](=O)[O-])c1	5.2	0.0	0.2	3.9
Cn1cc(C(=O)Nc2ccc3c(c2)CCC3)c2ccccc2c1=O	-24.1	0.4	0.6	18.4
COC(=O)C(O)(C1=C(N2CCOCC2)/C(=C\c2ccccc2)CC1)C(F)(F)F (stereo not given)	-13.7	-0.1	-1.8	18.3
CS(=O)(=O)Nc1ccc(C(=O)Nc2ccc(Br)cc2F)cc1	-31.9	-0.1	3.0	-2.6
CCCn1cnc2sc(C(=O)NCc3ccc(Cl)cc3)c(C)c2c1=O	1.8	0.4	-1.6	9.2
O=[N+]([O-])c1ccc(SCCNc2ccccc2)c([N+](=O)[O-])c1	3.2	0.2	1.4	21.9
COc1ccccc1N1CCN(C2CCCN(C(=O)c3cc(C)[nH]n3)C2)CC1 (stereo not given)	-42.5	0.0	0.2	1.2
OC(CNCCc1ccccc1)Cn1nnnc1-c1ccccc1 (stereo not given)	9.0	0.6	-0.5	0.1
Cc1ccc(/C=C2\N=C(c3ccccc3F)OC2=O)cc1	4.1	0.3	-1.8	18.6
O=C1NC(=Nc2ccccc2Cl)S/C1=C/c1cc2c(cc1Cl)OCO2	7.2	0.8	0.2	12.2

2 compounds from above, reduced to FBW7 act, MITF primary and GPR151 activ:
Structure,FBW7 act,MITF primary,GPR151 activ
Cc1ccc(C(=O)NNC(=O)c2ccc(NC(=O)C(C)(C)C)cc2)cc1,-0.5,8.9,1.3
Cc1ccc(NC(=S)N(CCCN2CCN(C)CC2)Cc2ccco2)cc1,0.5,10.1,0.4

Another view of some results above:
COC(=O)C(O)(C1=C(N2CCOCC2)/C(=C\c2ccccc2)CC1)C(F)(F)F (stereo not given)
  TEAD-YAP block: -13.7
  FBW7 act: -0.1
  GPR151 activ: -1.8
  MITF primary: 18.3

COc1cccc2c1OC1(C=C2)c2ccccc2-c2ccccc2N1C (stereo not given)
  TEAD-YAP block: -6.5
  FBW7 act: 0.0
  GPR151 activ: -1.5
  MITF primary: 8.6

NC(=O)c1ccc(-c2nc(Nc3ccc(N4CCOCC4)cc3)c3ncn(-c4ccccc4)c3n2)cc1
  TEAD-YAP block: 30.4
  FBW7 act: 0.1
  GPR151 activ: 1.5
  MITF primary: 4.8

Cc1ccc(NC(=S)N(CCCN2CCN(C)CC2)Cc2ccco2)cc1
  TEAD-YAP block: 4.6
  FBW7 act: 0.5
  GPR151 activ: 0.4
  MITF primary: 10.1

(cont.)
SMILES	TEAD-YAP block	FBW7 act	GPR151 activ	MITF primary
CCOC(=O)CC1CCCCN1Cc1nc(NCc2cccs2)c2ccccc2n1 (stereo not given)	0.4	0.2	-1.3	4.6
CCCCCOc1ccc(C2NC(C(=O)O)CS2)cc1 (stereo not given)	11.6	0.0	-1.0	2.4
Cc1cccc(C)c1NC(=O)Cn1nnnc1N	7.2	0.1	1.6	-8.6
CCNC(=S)NNC(=O)c1ccc(Cl)c(S(=O)(=O)NCc2ccco2)c1	-10.0	0.6	-0.6	11.4
O=C(NCc1cccs1)c1ccc([N+](=O)[O-])cc1Cl	-11.9	-0.2	-0.8	-4.2
COc1ccc(C(=O)Nc2cccc([N+](=O)[O-])c2)cc1I	-6.2	-0.1	-0.2	-10.9
C=C(C)Cn1c(NCCN(CC)CC)nc2c1c(=O)[nH]c(=O)n2C	8.2	-0.1	0.3	2.1
Cc1ccc(S(=O)(=O)NNc2c(F)c(F)cc(F)c2F)cc1	2.9	0.0	0.9	3.4
CC1CCN(CN2C(=O)C3(OCCO3)c3ccccc32)CC1	5.5	0.0	-0.4	1.3
O=C(CCCn1c(SCC(=O)NCC2CCCO2)nc2ccccc2c1=O)NCC1CCCO1 (stereo not given)	-8.7	0.1	0.2	-3.9
Cc1ccc(C(=O)N/N=C\c2ccc([N+](=O)[O-])s2)cn1	13.6	-0.4	0.6	3.0
COc1ccc(OCCSc2ncnc3nc[nH]c23)cc1	-20.5	0.0	-0.4	6.3
CCOc1ccc(S(=O)(=O)NC(C)(C)C)cc1	-0.9	0.0	0.1	-2.5
Cc1cccc(NC(=O)c2ccccc2NC(=O)c2cccc(S(=O)(=O)N3CCCCCC3)c2)c1	-9.6	-0.2	-0.3	0.1
CCOc1ccc(C(C2=C(O)CC(C)(C)CC2=O)C2=C(O)CC(C)(C)CC2=O)cc1OC	4.6	-0.7	-0.4	-7.1
COc1cccc(N2C(=O)NC(=O)/C(=C/c3c(OC)ccc4ccccc34)C2=O)c1	2.9	-0.2	-0.5	-11.1
N/C(Cc1ccc([N+](=O)[O-])cc1)=N\OC(=O)CCC1CCCCC1	-3.6	0.0	-0.7	-4.8
CCOc1cccc2cc(-c3nnc(Nc4ccc(F)cc4)s3)c(=O)oc12	9.0	0.1	-1.2	11.0
Cc1cccnc1C1(O)CCN(C(=O)c2csc3c2CCCC3)CC1	12.9	0.2	-0.7	4.9
O=C(NCc1cccnc1)c1cc(-c2ccccn2)nc2c(Cl)cccc12	1.7	-0.1	2.2	-1.4

Quoted at random: 6 records from the list
SMILES	TEAD-YAP block	FBW7 act	GPR151 activ	MITF primary
CC1CCN(CN2C(=O)C3(OCCO3)c3ccccc32)CC1	5.5	0.0	-0.4	1.3
Cc1cccc(C)c1NC(=O)Cn1nnnc1N	7.2	0.1	1.6	-8.6
CCCCCOc1ccc(C2NC(C(=O)O)CS2)cc1 (stereo not given)	11.6	0.0	-1.0	2.4
C=C(C)Cn1c(NCCN(CC)CC)nc2c1c(=O)[nH]c(=O)n2C	8.2	-0.1	0.3	2.1
CCNC(=S)NNC(=O)c1ccc(Cl)c(S(=O)(=O)NCc2ccco2)c1	-10.0	0.6	-0.6	11.4
Cc1ccc(S(=O)(=O)NNc2c(F)c(F)cc(F)c2F)cc1	2.9	0.0	0.9	3.4

Next records
SMILES	TEAD-YAP block	FBW7 act	GPR151 activ	MITF primary
CNC(=O)Cn1cccc1C(=O)c1ccccc1	5.9	0.0	0.1	-6.8
CC(=O)Nc1ccc(Nc2c3c(nc4ncnn24)CCC3)cc1	-9.4	0.1	-0.2	-14.4
C/C(N)=C(/C#N)C(=O)COC(=O)c1nc2nc(C)cc(C)n2n1	2.0	0.0	2.7	2.4
COc1ccc(C(=O)OCC(=O)c2ccccc2Br)cc1OC	1.9	0.6	0.1	3.3
COC(=O)c1ccccc1S(=O)(=O)N1CCC(C(=O)OCC(=O)/C(C#N)=C(\C)N)CC1	5.8	0.0	0.0	14.4
CCOc1cccc(C(=O)NC(=S)NCc2cccnc2)c1	10.8	-0.3	-1.0	0.7
CCC(C)N(C(=O)c1csnn1)C(C(=O)NC(C)(C)C)c1ccco1 (stereo not given)	-6.7	0.9	0.8	5.1
N/C(=N\OC(=O)C12CC3CC(CC(C3)C1)C2)c1ccc([N+](=O)[O-])cc1	9.7	0.0	1.5	4.2
CCCn1c(=N)c(C(N)=S)cc2c(=O)n3cccc(C)c3nc21	4.5	0.2	-1.1	11.2
CSc1nnc(-c2cccnc2)n1-c1ccccc1F	3.6	0.1	0.7	-11.8
CCC[C@@H]1NC(=O)[C@@H]2C[C@H](NC(=O)Nc3ccc(SC)cc3)CN2C1=O	-0.7	-0.1	0.6	9.8
COC(=O)c1nnn(-c2nonc2N)c1CSc1nc2ccccc2[nH]1	2.2	0.1	-0.5	5.5
O=C1NN(c2cccc(Cl)c2)C(=O)/C1=C\c1ccc(-c2ccc3c(c2)C(=O)NC3=O)o1	1.4	0.0	-0.2	0.7
Cn1c(N)c(/C=N/NC(=O)CC#N)c(=O)n(C)c1=O	-14.1	-0.2	1.7	-3.5
CCOCCCNc1ncnc2sccc12	8.0	-0.2	-0.3	21.1
Cc1ccc(NC(=O)CSc2nnc(-c3ccccc3)n2N)cc1F	11.6	0.1	1.0	6.0
O=C(CSc1nc2ccc(N3C(=O)C4CCCCC4C3=O)cc2s1)c1ccccc1 (stereo not given)	14.1	0.4	-1.4	17.5
CC1CCN(C(=O)CSc2ncnc3c2nnn3-c2ccc(F)cc2)CC1	5.4	0.2	0.6	0.3
CCN(CC)c1ccc(C2C(C(=O)OC3CCCCC3)=C(C)NC3=C2C(=O)CCC3)cc1 (stereo not given)	5.0	0.1	1.5	9.8
CN(CCc1ccccc1)C1CCCN(C(=O)Nc2ccc3c(c2)OCO3)C1 (stereo not given)	-3.3	0.2	-0.1	11.3
C=CCN1C(=O)C(O)(CC(=O)c2ccc(Cl)s2)c2cc(Br)ccc21 (stereo not given)	23.6	0.1	2.3	4.3
COc1ccc(-c2cc3ccccn3c2)c(OC)c1	-2.6	-0.2	-1.6	-0.2
COc1ccc(CC(=O)N2CCCCCC2)cc1OC	3.3	0.2	0.6	-0.4
CCOc1cc(Br)cc(/C=C2/SC(=O)N(CC(=O)OC)C2=O)c1O	-16.0	-0.3	0.2	-12.7
O=C(Cn1cnc2sc3c(c2c1=O)CCCC3)Nc1ccc(C(F)(F)F)cc1	-8.8	0.1	1.3	5.8
CN(CC(=O)NCc1ccc(F)cc1)S(=O)(=O)c1ccc2c(c1)n(C)c(=O)c(=O)n2C	-8.7	-0.1	1.0	-7.2
Cc1ccccc1NCC(=O)N/N=C\c1cc(Br)cc([N+](=O)[O-])c1O	11.0	-0.6	-1.3	25.3
COc1cccc(-n2cc(CNC(=O)CCc3nnc(-c4ccccc4)o3)cn2)c1	-6.9	0.1	-0.4	8.1
Cn1nc(-c2ccc(Cl)cc2)cc1NC(=O)CCl	46.1*	-0.1	-1.5	-1.3
COc1ccc(Br)c(C(=O)N/C(=C/c2cccc([N+](=O)[O-])c2)C(=O)Nc2cccc(Cl)c2C)c1	10.3	0.0	0.4	15.9
COc1ccccc1N1CCN(C(=O)COc2ccc(Cl)cc2)CC1	-9.3	0.7	-0.9	-10.5
c1ccc(CNc2nc(N3CCN(c4ccccn4)CC3)nc3nc[nH]c23)cc1	-6.3	0.4	0.4	17.6
COc1cccc(NC(=O)c2c(C)nc3cc(C)ccn23)c1	-0.4	0.2	0.1	13.4
CC(C)C(O)(C#CCN1CCCCC1)c1ccccc1 (stereo not given)	-3.6	0.0	2.0	8.9
Cc1nnc(NC(=O)c2cc([N+](=O)[O-])ccc2Cl)s1	8.6	0.0	-0.2	-0.8
O=C(NNC(=S)NCc1ccco1)c1ccccn1	9.7	-1.6	-2.2	117.0*
COc1cc(-c2noc(CCCC(=O)Nc3ccc(F)cc3)n2)cc(OC)c1OC	-0.6	0.9	-0.1	18.3
O=C(NCc1ccc(F)cc1)C1(S(=O)(=O)c2ccc(Cl)cc2)CC1	-6.7	0.0	0.0	-9.7
COc1cccc(OCC(=O)Nc2ccc(-c3cn[nH]c3)cc2N2CCN(C)CC2)c1	-18.6	1.0	-0.1	8.0
C/C(=C\c1ccco1)CN1CCC2(CC1)CC2C(=O)NCCn1ccnc1 (stereo not given)	6.3	-0.1	0.4	2.9

Screening results as filed in PubChem.
